Source: PubChem BioAssay
TbPYK inhibitor = blocks Trypanosoma brucei pyruvate kinase; Q57TT1; TbPYK enzyme, Kinase-Glo Plus ATP luminescence, 45 min; Potency, µM (series often up to 76.8 µM), inactives show top-dose activity, negative = inhibition, most hits filed as inhibitors; hit rate 0.12% among 410,000; note: potency is the fitted concentration of half-maximal effect; % is set by controls: 0 for no effect and ±100 for the full control effect; nearly all actives have a fitted effect of over 50% in size
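Readout: single end-point luminescence (Kinase-Glo Plus, 10 min). Reaction conditions were TbPYK/substrate plus 130 uM ADP, 45 min at RT, pH 7.2 TEA buffer. No-enzyme wells served as controls, and data were normalized before concentration-response fitting.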
Pf growth 96h = inhibits malaria parasite growth, 96 h | P. falciparum luciferase reporter growth, 96 h | Potency, µM (top dose mostly 28.7 µM), without a hit: top-dose activity change, negative = inhibition, actives largely listed as inhibitors | hit rate 6.9% among 320,000; note: potency is the fitted concentration of half-maximal effect; % is set by controls: 0 for no effect and ±100 for the full control effect
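Compounds incubated with erythrocytes infected by luciferase-expressing P. falciparum (2% hematocrit, 0.05% parasitemia final) for 96 hours, 37 C in 5% CO2. Growth inhibition scored as decreased luciferase luminescence.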
LmPK inhibitor = inhibitors of Leishmania mexicana pyruvate kinase | Q27686 | hit rate 0.37% among 290,000 | purified LmPK, Kinase-Glo ATP luminescence, 1 h | Potency, µM (doses to about 57.5 µM), without a hit: at the highest dose activity change, negative = inhibition, usual class: inhibitors; note: potency is the fitted concentration of half-maximal effect; % is set by controls: 0 for no effect and ±100 for the full control effect
Target sequence (Q27686 whole entry, looked up): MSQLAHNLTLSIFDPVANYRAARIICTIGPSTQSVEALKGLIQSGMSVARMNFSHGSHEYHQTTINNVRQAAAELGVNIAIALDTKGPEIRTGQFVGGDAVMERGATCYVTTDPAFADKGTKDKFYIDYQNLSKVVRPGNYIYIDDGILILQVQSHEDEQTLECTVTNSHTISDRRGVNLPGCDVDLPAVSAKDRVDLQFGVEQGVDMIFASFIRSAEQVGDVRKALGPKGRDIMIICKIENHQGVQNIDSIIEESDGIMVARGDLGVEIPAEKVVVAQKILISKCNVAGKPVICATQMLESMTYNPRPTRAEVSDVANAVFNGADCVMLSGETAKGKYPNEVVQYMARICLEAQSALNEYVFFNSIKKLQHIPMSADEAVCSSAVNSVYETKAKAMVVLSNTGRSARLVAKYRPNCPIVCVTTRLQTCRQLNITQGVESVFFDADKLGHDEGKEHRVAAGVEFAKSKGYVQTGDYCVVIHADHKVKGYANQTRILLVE
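In 50 mM imidazole pH 7.2 with 7 mM MgCl2, LmPK (0.1 nM) turned over PEP (0.5 mM) and ADP (0.1 mM) for 1 h at room temperature. Luciferase read-out of ATP.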
Shiga toxin inh = inhibitors of Shiga toxin in Vero cells. Vero cells, Shiga toxin protein synthesis inhibition reporter. inhibition, % at 38.7 µM. hit rate 9.2% among 290,000. AID 2315; in the data active = inhibition mostly above about 28%, no sharp cut-off; inactive = mostly below about 43%; note: 0% is about no effect
AMA1-RON2 inh = AMA1-RON2 (P. falciparum) interaction inhibition; AlphaScreen AMA1-biotinylated RON2 peptide binding; hit rate 0.2% among 360,000; Potency, µM (top dose mostly 58.2 µM), without a hit: at the highest dose activity change, negative = inhibition, usual class: inhibitors;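 note: potency is the fitted concentration of half-maximal effect; 0% = vehicle wells and -100% = peptide control; nearly all actives have a fitted effect of over 45% in size; some results filed as inactive show a strong effect at the top dose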
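AMA1 (3D7) with his tag at 25 nM final met compounds first, then biotinylated RON2 peptide at 25 nM; detection used donor plus acceptor beads, 10 µg/mL apiece, read by AlphaScreen after 30 min at room temperature.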
CHX counter = affects cycloheximide protein synthesis inhibition readout, counter-screen; cell reporter, cycloheximide protein synthesis inhibition counterscreen; max response, %; hit rate 12% among 300,000; in the data active = max response mostly above about 13%, no sharp cut-off; inactive = mostly below about 14%; note: read at 38.3 µM for the half of the compounds with a filed dose; 0% is about no effect
Pf growth 48h = inhibits P. falciparum growth in the first generation, 48 h; hit rate 5.9% among 310,000; P. falciparum luciferase growth in erythrocytes, 48 h; Potency, µM (top dose mostly 28.7 µM), for inactives: top-dose activity change, negative = inhibition, hits mostly inhibitors; note: potency is the fitted concentration of half-maximal effect; % is set by controls: 0 for no effect and ±100 for the full control effect
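Erythrocytes infected with P. falciparum carrying an integrated firefly luciferase reporter (2% hematocrit, 0.1% parasitemia final) were exposed to compounds in RPMI 1640 with 0.5% Albumax at 37 C, 5% CO2. Growth inhibition was scored as reduced luminescence.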
* = called active by the depositor; ? = inconclusive; . = no result given; [ ] = another dose, or the depositor's remark. Unless noted, calls come from the whole dose curve; as a rule, active = well fitted curve in the direction sought with a large enough effect; inconclusive = small, poorly fitted or top-dose-only effect, or another doubt; inactive = no such curve, though single readings can be large; an effect the other way counts as inactive or inconclusive.

cpd	smiles	TbPYK inhibitor	Pf growth 96h	LmPK inhibitor	Shiga toxin inh	AMA1-RON2 inh	CHX counter	Pf growth 48h
1	Cc1ccccc1NC(=O)NC1CCS(=O)(=O)C1 (centres undefined)	-3%	?	-4%	1	16%	3	20%
2	COc1ccccc1NC(=O)c1ccccc1C(=O)Nc1ccccc1OC	1%	-2%	9%	-2	4%	-3	13%
3	Nc1nc(CSCc2ccccc2)nc(N2CCOCC2)n1	2%	.	10%	46*	13%	46*	85%[activator]
4	CCO[C@H]1OC(C(=O)O)=C[C@@H](c2ccc3c(c2)OCO3)[C@@H]1CCCO	-3%	26%	4%	-5	9%	-2	0%
5	CCOc1ccc(NC(=O)c2ccc(NC(=O)C3CCCO3)cc2)cc1 (centres undefined)	1%	-4%	4%	1	4%	15	12%
6	CC1(C)Cc2c(c(N3CCOCC3)nc3sc4c(NCC5CCCO5)nnnc4c23)CS1 (centres undefined)	0%	?	3%	-20	-12%	5	?
7	O=C(NCCN1CCN(c2ccccc2)CC1)c1cccn2c(=O)c3ccccc3nc12	-3%	36%[activator]	3%	-13	11%	-3	3%
8	Cc1ccc(S(=O)(=O)CCC(=O)NCc2ccccc2Cl)cc1	6%	34%[activator]	-1%	-5	-2%	5	0%
9	CC1CCc2sc(C(=O)NC3CCCCC3)cc2C1 (centres undefined)	2%	19%	.	.	-5%	.	-18%
10	COC(=O)c1ccc(C23CC4(C2)[C@H](CN(Cc2ccc(C(F)(F)F)cc2)[C@@H]4c2ccccc2)C3c2ccc(Cl)nc2)cc1 (some centres undefined)	0%	12µM*	-1%	-4	10%	-6	5.2µM*
11	CCCN(C(=O)c1cc(S(=O)(=O)N2CCCCCC2)ccc1OC)C1CCS(=O)(=O)C1 (centres undefined)	10%	-17%	.	.	6%	.	?
12	Cc1nnc(-c2ccco2)c2cn(-c3cccc(Br)c3)nc12	4%	0%	-1%	18	1%	44*	?
13	Cc1nnc(NC(=O)c2ccc(S(=O)(=O)N3CC(C)CC(C)C3)cc2)o1 (centres undefined)	1%	-32%	3%	-16	56%[activator]	-2	3%
14	Cc1cc(C)n2nc(C(=O)OCC(=O)NNC(=O)c3ccc(Cl)cc3)nc2n1	-9%	21%	.	.	58%[activator]	.	-26%
15	C/C(Cc1ccccc1)=N\NC(=O)CNC(=O)c1ccccc1O	-7%	-10%	1%	14	83%[activator]	2	26%
16	Cc1ccc(-c2cnn(-c3cccc(C(F)(F)F)c3)c2N)cc1	1%	184%[activator]	-5%	89*	-7%	41*	30%
17	Cc1cc(=O)nc2c3ccccc3n(CC(=O)NC(C)c3ccc4c(c3)OCCO4)n12 (centres undefined)	-16%	3%	3%	14	3%	16	6%
18	CCC(C)Nc1c2c(nc3c(-c4ccccc4)c(C)nn13)CCC2 (centres undefined)	-9%	?	-2%	-11	20%	-1	?
19	Cc1ccc(NC(=O)CSCC(=O)N2CCOCC2)cc1	2%	5%	2%	-2	-18%	-1	-2%
20	CCOc1ccc(S(=O)(=O)N2CCCC(C(=O)NCc3ccncc3)C2)cc1C (centres undefined)	5%	-16%	3%	-2	11%	-5	6%
21	O=C(COc1ccc(-c2ccccc2)cc1)NNC(=O)Nc1ccc(F)cc1F	4%	?	2%	-11	24%	1	20%
22	CCOC(=O)Cc1csc(NC(=O)NC2(C(F)(F)F)Oc3ccc(Cl)cc3O2)n1 (centres undefined)	-10%	?	17%	-10	2%	0	.
23	COC(=O)c1ccc(CSc2nnc(-c3ccc4c(c3)OCO4)n2-c2ccccc2)o1	-4%	-2%	0%	-1	?	4	?
24	Cc1ccc(C)c(OCC(=O)N2CCN(c3ncccn3)CC2)c1	-2%	?	.	.	-2%	.	?
25	Cc1cc(Nc2ccccc2)n(-c2ccc(Br)cc2)n1	-15%	?	8%	-8	10%	-4	-16%
26	COc1cccc(NC(=S)N2CCCC2c2ccc(OC)c(OC)c2)c1 (centres undefined)	-9%	-14%	14%	52*	-4%	33*	?
27	Cc1ccc(C(C(=O)NCCc2ccccc2)N(C(=O)c2csnn2)C2CC2)o1 (centres undefined)	0%	13%	-3%	39	1%	8	6%
28	Clc1ccc(-c2cn(-c3ccc(Cl)cc3)c3[n+]2CCCCC3)cc1	-4%	?	-2%	-2	6%	-1	?
29	CCC1(CC)C(=O)C2=C3C1[C@H](C(=O)OC)C=C(C(=O)OC)C[C@H]3[C@H]1C(=O)N(Cc3ccccc3)C(=O)[C@H]1[C@H]2C (some centres undefined)	6%	.	.	-5	5%	-3	.
30	Oc1ccccc1/C=N/n1cnnc1	5%	-23%	-1%	2	9%	-1	.
31	COc1cccc(/C=N/Nc2nn3cnnc3c3ccccc23)c1	-9%	-19%	25µM*	22	37%[activator]	5	.
32	COc1cccc(CC2(CO)CCCN(Cc3ccccc3Cl)C2)c1 (centres undefined)	-1%	10µM*	-5%	-4	0%	-3	21%
33	Cc1ccc(S(=O)(=O)N2C(=O)/C(=C3\SC(=S)NC3=O)c3ccccc32)cc1	.	59%[activator]	0%	4	.	-1	1%
34	C=CCN1C(=O)/C(=C/c2ccc(N(C)C)cc2)S/C1=N\c1nnc(CC)s1	.	.	5%	-5	.	-1	7%
35	CCOC(=O)CCCc1sc(N)nc1-c1[nH]c(=O)[nH]c1C	?	-23%[5.75 µM]	1%	7	1.5µM*	-1	23%
36	CCOC(=O)c1ccc(-n2cc(C(=O)c3cccnc3)nn2)cc1	3%	46%[activator]	-12%	12	20%	12	0%
37	Cc1ccc(C)c(-n2ccnc2SCC(N)=O)c1	-5%	27%	1%	-5	-5%	-3	-1%
38	CC1(C)CC(=O)C(C=NCC2CCNCC2)=C(O)C1	-7%	?	-12%	-3	-4%	-4	-1%
39	COc1ccc(-n2c(SCC#N)nc3ccccc3c2=O)cc1	4%	?	9%	-17	-5%	-2	-1%
40	CN(Cc1c(F)cccc1Cl)C(=O)c1ccc(NC(=O)CC2SC(N3CCCC3)=NC2=O)cc1 (centres undefined)	-1%	?	.	.	-2%	.	10µM*
41	COc1ccc(NC(NC(=O)c2ccc(OC)cc2)C(Cl)(Cl)Cl)cc1 (centres undefined)	-2%	4.1µM*	0%	-19	-24%	1	?
42	CCOc1ccc(N2C(=O)CC(N3CCN(c4ccc([N+](=O)[O-])cc4)CC3)C2=O)cc1 (centres undefined)	-5%	5%	0%	-2	-2%	1	3%
43	CCC1Oc2ccc(C)cc2N(CC(=O)N(Cc2ccc(C)o2)C2CC(C)(C)NC(C)(C)C2)C1=O (centres undefined)	2%	?	7%	-4	-5%	-4	?
44	COc1cc(SC)ccc1C(=O)Nc1ccc(C)cc1C	5%	?	0%	106*	-1%	47*	306%[activator]
45	CC(N=C1NS(=O)(=O)c2ccccc21)C(=O)OCC(=O)N(C)C1CCS(=O)(=O)C1 (centres undefined)	3%	18%	.	.	0%	.	11%

Looked up by structure from the list above:
cpd	smiles	TbPYK inhibitor	Pf growth 96h	LmPK inhibitor	Shiga toxin inh	AMA1-RON2 inh	CHX counter	Pf growth 48h
41	COc1ccc(NC(NC(=O)c2ccc(OC)cc2)C(Cl)(Cl)Cl)cc1 (centres undefined)	-2%	4.1µM*	0%	-19	-24%	1	?
36	CCOC(=O)c1ccc(-n2cc(C(=O)c3cccnc3)nn2)cc1	3%	46%[activator]	-12%	12	20%	12	0%
38	CC1(C)CC(=O)C(C=NCC2CCNCC2)=C(O)C1	-7%	?	-12%	-3	-4%	-4	-1%
39	COc1ccc(-n2c(SCC#N)nc3ccccc3c2=O)cc1	4%	?	9%	-17	-5%	-2	-1%

(next part)
cpd	smiles	TbPYK inhibitor	Pf growth 96h	LmPK inhibitor	Shiga toxin inh	AMA1-RON2 inh	CHX counter	Pf growth 48h
46	CC(C)c1nnc(NC(=O)c2ccc3ccccc3c2)s1	-6%	167%[activator]	-2%	108*	-3%	51*	263%[activator]
47	O=C(COc1ccccc1F)Nc1ccc(S(=O)(=O)NCc2ccco2)cc1	0%	?	1%	40	-1%	40*	-9%
48	Nc1c(Cl)c(Cl)nc(C(=O)N/N=C/c2ccco2)c1Cl	-2%	?	-6%	9	3%	-1	25%
49	O=[N+]([O-])CC(=Nc1ccc(Cl)cc1)N/N=C\c1oc(O)c2ccccc12	1%	44%[activator]	-5%	48	46%[activator]	21*	.
50	COc1ccc(C(=O)OC(C)C(=O)NC(C)CCc2ccccc2)cc1[N+](=O)[O-] (centres undefined)	1%	8%	0%	-3	-11%	-3	2%
51	COC(=O)C1=C(c2cccc(OCc3ccccc3)c2)C[C@@H]2CC[C@H]1N2C(=O)NCc1ccc([N+](=O)[O-])cc1	5%	?	.	.	-11%	.	12µM*
52	CCOC(=O)c1sc(NC(=O)CN(CC)CC)c(C(=O)OCC)c1C	1%	2%	-5%	-21	45%[activator]	-2	6%
53	Cc1c(NC(=O)CSC(=S)N2CCCC2)c(=O)n(-c2ccccc2)n1C	12%	?	.	.	-11%	.	38%[activator]
54	CCCN(CCC)S(=O)(=O)c1ccc(Cl)c([N+](=O)[O-])c1	-15%	1%	0%	23	-23%	9	-19%
55	CC1CCCCN1C(=O)c1cc2c(=O)n3ccccc3nc2s1 (centres undefined)	6%	?	2%	52*	11%	10	112%[activator]
56	Cc1cc(C)n(CCNS(=O)(=O)c2ccc(C)c(C)c2)n1	7%	0%	-2%	-7	-16%	-5	3%
57	Cc1cccn2c(=O)c3cc(C#N)c(=N)n(CCN4CCOCC4)c3nc12	3%	-21%	-8%	-11	-10%	-1	.
58	Cc1ccc(S(=O)(=O)/C(C#N)=C/c2c(N3CCN(C)CC3)nc3ccccn3c2=O)cc1	-8%	4%	-2%	19	-8%	-2	-6%
59	O/N=C1/CCCCc2sccc21	-1%	59%[activator]	3%	-19	0%	1	.
60	Cc1ccc(C(=O)NN=C2CCCCCC2)s1	0%	-22%	-2%	59*	45%[activator]	47*	2%
61	CCOC(=O)C1=NN(C(C)=O)C2C(=O)N(CC)C(=O)C12 (centres undefined)	0%	9%	-5%	15	-3%	-2	2%
62	COc1ccc(N2CCN(c3nc(NCCO)nc(N4CCOCC4)n3)CC2)cc1	-5%	-19%	6%	-10	-6%	-2	?
63	CCOc1ccc(Nc2nc(Cc3nnc(SCC(=O)N(CC)CC)n3C)cs2)cc1	1%	?	3%	6	7%	4	?
